Source: PubChem BioAssay
RNase H inhibition – RNase H inhibition, HIV 1 Gag Pol polyprotein, FRET biochemical assay, screening (AID 372); HIV-1 RT RNase H, FRET RNA/DNA substrate fluorescence; higher % means a stronger effect; hit rate 0.77% among 100,000; one-dose inhibition, % at 10 µM; IC50 in µM for titrated hits; in the data active = inhibition above about 50%
* = called active by the depositor. Not all compounds are listed. The share of hits here may be higher or lower than overall.

cpd	smiles	RNase H inhibition
1	Cc1ccc(Cl)cc1NC(=O)c1cnccn1	18.0%
2	COc1ccc(N=Cc2cn(-c3ccccc3)nc2-c2ccccc2)cc1	15.0%
3	COc1ccc(C(=O)/C=C/C2=C(c3ccc(OC)c(OC)c3)Oc3ccccc3C2c2ccccc2C)cc1OC (stereo not drawn)	22.0%
4	CCOc1ccc2nc(NC(=O)C(c3ccccc3)c3ccccc3)sc2c1	10.0%
5	Fc1cccc(Cl)c1CN1CCN(c2ccccn2)CC1	9.0%
6	CCOc1cccc(NC(=O)/C(C#N)=C/c2ccc(-c3cccc(C(=O)O)c3)o2)c1	15.0%
7	COC(=O)c1c(NC(=O)c2cccc(F)c2)sc2c1CCC(C)C2 (stereo not drawn)	13.0%
8	COc1cc(/C=C2\C(=O)N(c3ccc(S(N)(=O)=O)cc3)N=C2C)cc(Cl)c1OCc1ccccc1	22.0%

2 of the compounds above, as labelled records:
(5) Fc1cccc(Cl)c1CN1CCN(c2ccccn2)CC1
  RNase H inhibition = 9.0%

(6) CCOc1cccc(NC(=O)/C(C#N)=C/c2ccc(-c3cccc(C(=O)O)c3)o2)c1
  RNase H inhibition = 15.0%

New compounds follow
cpd	smiles	RNase H inhibition
9	Cc1onc(-c2c(F)cccc2Cl)c1C(=O)Nc1ccc(F)c(F)c1	10.0%
10	COc1ccc(-c2c(C#N)c(N)nc3c2CCCCCCCCCC3)cc1	17.0%
11	Cc1cccc2c1[nH]c1nc(=S)[nH]nc12	9.0%
12	COc1ccc(N(CC(=O)Nc2ccc(Cl)c(C(F)(F)F)c2)S(=O)(=O)c2ccccc2)cc1	15.0%
13	CN1C(=O)S/C(=C\c2ccc(OCc3ccc(F)cc3)c(Br)c2)C1=O	14.0%
14	COc1cccc(C=C2C(=O)N(C)C(=O)N(C)C2=O)c1	6.0%
15	O=C(NCCc1ccccc1)C(=O)Nc1ccc(Cl)c(Cl)c1	0.0%
16	O=C(NCc1ccccc1)c1nn2c(C(F)(F)F)cc(-c3cccs3)nc2c1Cl	1.0%

(cont.)
cpd	smiles	RNase H inhibition
17	C=CCOc1ccc(/C=C2\C(=O)NC(=O)N(c3cc(C)cc(C)c3)C2=O)cc1	5.0%
18	O=C1NC(=O)N(c2cccc(F)c2)C(=O)/C1=C/c1ccc(OCc2cccc(C(=O)O)c2)cc1	0.0%
19	COc1ccc(/C=C2\SC(=S)N(CCC(=O)Nc3ccc(F)cc3)C2=O)cc1	41.0%
20	O=C(NCc1ccc2c(c1)OCO2)c1ccccc1F	0.0%
21	CC1=NN(c2ccc(C)cc2)C(=O)/C1=C/C=C/c1ccc([N+](=O)[O-])o1	14.0%
22	CC(Oc1ccc(Cl)cc1Cl)C(=O)Nc1ccc(C(C)C)cc1 (stereo not drawn)	17.0%
23	Cc1ccc(/C=C(/C#N)C(=O)Nc2cccc(Br)c2)o1	7.0%
24	O=C(NCc1cccnc1)C(=O)Nc1ccccc1Cl	0.0%

(list continues)
cpd	smiles	RNase H inhibition
25	CCc1ccc(OCCCNCCO)cc1	13.0%
26	COc1ccc(S(=O)(=O)N2CCN(Cc3cccnc3)CC2)cc1	0.0%
27	O=S(=O)(c1ccc(Cl)cc1)N1CCN(C/C=C/c2ccccc2)CC1	5.0%
28	CC(=O)c1sc(Nc2ccc(Br)cc2)nc1C	10.0%
29	Cc1ccc(CN2CCN(N=Cc3cccc(Br)c3)CC2)c(C)c1	15.0%
30	Cc1[nH]n(-c2ccccc2)c(=O)c1N=Nc1ccccc1Br	5.0%
31	COc1cc(OC)c(C2NC(=S)NC(C)=C2C(=O)Nc2cccc(C)c2)cc1OC (stereo not drawn)	9.0%
32	Cc1onc(-c2ccccc2)c1C(=O)NCC1CCCO1 (stereo not drawn)	0.0%

Copied from the list.
CN1C(=O)S/C(=C\c2ccc(OCc3ccc(F)cc3)c(Br)c2)C1=O | RNase H inhibition: 14.0%
Cc1onc(-c2ccccc2)c1C(=O)NCC1CCCO1 (stereo not drawn) | RNase H inhibition: 0.0%
COc1ccc(-c2c(C#N)c(N)nc3c2CCCCCCCCCC3)cc1 | RNase H inhibition: 17.0%
COc1cc(/C=C2\C(=O)N(c3ccc(S(N)(=O)=O)cc3)N=C2C)cc(Cl)c1OCc1ccccc1 | RNase H inhibition: 22.0%

The results go on.
cpd	smiles	RNase H inhibition
33	CC(=O)c1c(OC(=O)c2ccc(Cl)cc2[N+](=O)[O-])ccc2c(C)cc(=O)oc12	3.0%
34	O=C(N=Nc1c(O)n(CN2CCCCC2)c2ccc(Br)cc12)c1cccnc1	0.0%
35	Cc1coc2cc3oc(=O)cc(C)c3cc12	7.0%
36	CCOc1cccc2c1N(C(=O)c1ccc(C)cc1)C(C)(C)C(=S)C2=C1SC(C(=O)OC)=C(C(=O)OC)S1	12.0%
37	COC(=O)C1=C(C)N(c2ccc(C)cc2)C(=O)/C1=C\c1cccc(OC)c1O	0.0%
38	Cc1ccc(NC(=O)C(=O)N/N=C/c2ccc(Br)cc2)cc1	1.0%
39	CCCN(CCC)CCSc1nc(O)c(C(C)C)c(=O)[nH]1	2.0%
40	COc1ccc(-c2nc3cc(NC(=O)c4cccc([N+](=O)[O-])c4C)ccc3o2)cc1Br	17.0%

Arranged by number of heavy atoms (ascending): some entries from above.
cpd	smiles	RNase H inhibition
38	Cc1ccc(NC(=O)C(=O)N/N=C/c2ccc(Br)cc2)cc1	1.0%
37	COC(=O)C1=C(C)N(c2ccc(C)cc2)C(=O)/C1=C\c1cccc(OC)c1O	0.0%
40	COc1ccc(-c2nc3cc(NC(=O)c4cccc([N+](=O)[O-])c4C)ccc3o2)cc1Br	17.0%

Next part.
cpd	smiles	RNase H inhibition
41	COc1ccccc1/C=N/NC(=O)C(=O)NC(C)C	0.0%
42	CCC1CCCCN1CCCCOc1cccc(Cl)c1 (stereo not drawn)	8.0%
43	C(=C\c1nc(NCCc2ccccc2)c2ccccc2n1)/c1ccccc1	36.0%
44	CCCCC(=O)N1c2ccccc2C(Nc2ccccc2)CC1C (stereo not drawn)	12.0%
45	CN1C(=O)C(=Cc2cc(C(C)(C)C)c(O)c(C(C)(C)C)c2)C(=O)N(C)C1=S	8.0%
46	O=C(Nc1ccc(-c2cnc(-c3ccc(NC(=O)c4ccco4)cc3)nc2)cc1)c1ccco1	8.0%
47	CCCCCOC(=O)C1=C(C)NC(=O)NC1c1cccc(OCC)c1 (stereo not drawn)	8.0%
48	CC(=O)Nc1cc(C(F)(F)F)cc(C(F)(F)F)c1	1.0%

Next structures follow:
cpd	smiles	RNase H inhibition
49	COc1cc(C2/C(=C(/O)c3ccccc3)C(=O)C(=O)N2c2cccc(C(F)(F)F)c2)ccc1O (stereo not drawn)	14.0%
50	CCOC(=O)C(C#N)C1(c2ccc(OC)cc2)CCOC(C)(CC)C1 (stereo not drawn)	13.0%
51	c1cc2c(cc1-c1nnc(-c3ccc4c(c3)OCO4)o1)OCO2	2.0%
52	COc1cc(/C=c2\sc3nc4ccccc4n3c2=O)ccc1O	37.0%
53	O=C(CSc1n[nH]c(-c2ccncc2)n1)c1ccc(F)cc1	12.0%
54	O/N=C/c1cn(-c2ccccc2)nc1-c1cccc(Br)c1	27.0%
55	C=C/C(=C\C=C(/C)F)NC(=O)/C(C#N)=C\c1cc(Cl)cc(Cl)c1Cl	14.0%
56	C=CCOc1ccccc1/C=N/NC(=O)c1ccccc1Br	20.0%

(more compounds)
cpd	smiles	RNase H inhibition
57	O=C(c1ccc(Cl)c(Cl)c1)N1CCN(c2ccccc2)CC1	23.0%
58	COc1cc(C)ccc1OCCCOc1c(C)cc(C)cc1Br	18.0%
59	COc1ccc(NC(=O)C(=O)N/N=C/c2ccc(OCc3ccc(Cl)cc3)cc2)cc1OC	8.0%
60	Cn1ccnc1/C=C(/OC(=O)c1ccccc1Br)c1ccccc1Br	4.0%
61	c1coc(CNc2ncnc3c2oc2ccccc23)c1	4.0%
62	CCN(CC)C(=O)C(=O)Nc1ccc(C)c(Cl)c1	13.0%
63	Cc1ccc(C=Nc2ccc(OC(F)(F)F)cc2)s1	0.0%
64	O=C1N=c2ccccc2=C1c1c(O)n(-c2ccc(Cl)c(Cl)c2)[nH]c1=O	46.0%

Next section
cpd	smiles	RNase H inhibition
65	NS(=O)(=O)c1ccc(CCNC(=O)Cc2cccs2)cc1	9.0%
66	O=C(NCCCNc1ccc([N+](=O)[O-])cc1)c1ccccc1F	4.0%
67	Cc1nc2sc(C(=O)c3ccc([N+](=O)[O-])cc3)c(N)c2c(C)c1C	7.0%
68	COc1ccc(OC)c(NC(=O)C(=O)NNS(=O)(=O)c2ccccc2)c1	10.0%
69	Cc1cc(C(=O)Nc2cccc3ccccc23)c(C)o1	0.0%
70	Cc1ccccc1OCC(O)Cn1c(C(C)C)nc2ccccc21 (stereo not drawn)	0.0%
71	O=C(Cn1cnc2ccccc21)N=Nc1c(O)[nH]c2ccccc12	10.0%
72	COc1ccc(-c2nc3cc(NC(=S)NC(=O)c4ccccc4F)ccc3o2)cc1	23.0%

Additional structures follow.
cpd	smiles	RNase H inhibition
73	COc1ccc2oc(C)c(C(C)=O)c2c1	4.0%
74	NC(=O)c1ccc(CN2CCC(Cc3ccccc3)CC2)cc1	15.0%
75	CCOc1cccc(N2C(=O)CC(N3CCN(c4ccc(Cl)cc4)CC3)C2=O)c1 (stereo not drawn)	5.0%
76	Clc1ccc(-c2nc(N3CCOCC3)nc3ccccc23)cc1	28.0%
77	CC1=C(C(=O)OCCOc2ccccc2)Sc2ccccc2N1	13.0%
78	CC(C)(C)c1ccc(-c2nnc(NC(=O)Cc3ccccc3)s2)cc1	1.0%
79	Cc1c(Cl)cccc1NC(=S)NC(=O)c1ccccc1I	18.0%
80	CCCC(=O)N1CCN(c2ccc(C(=O)c3ccc(C)c(C)c3)cc2F)CC1	10.0%

New compounds follow.
cpd	smiles	RNase H inhibition
81	COc1cccc(-c2ncnn2-c2ccc(C)c(Cl)c2)c1OC	6.0%
82	C/C(=N\N=C1\NC(=O)C(CC(=O)Nc2ccc(Cl)c(Cl)c2)S1)c1ccco1 (stereo not drawn)	12.0%
83	O=C(/C=C/c1ccco1)c1cccs1	1.0%
84	CC1=C(C(=O)OC2CCCCC2)C(c2cccc(O)c2)C2=C(CC(c3ccc(Cl)cc3)CC2=O)N1 (stereo not drawn)	14.0%
85	Cc1ccc(S(=O)(=O)N(CC(=O)N2CCc3ccccc3C2)c2cc(C)cc(C)c2)cc1	21.0%
86	CC1=NN(c2ccc(S(N)(=O)=O)cc2)C(=O)/C1=C\c1ccc(-c2ccc(S(N)(=O)=O)cc2)o1	32.0%
87	COc1ccccc1C(=O)N1CCN(C(=O)CC(C)C)CC1	6.0%
88	COc1ccccc1/C=C(\C#N)c1nc(-c2ccc(Cl)cc2)cs1	22.0%

Continued.
cpd	smiles	RNase H inhibition
89	CCOC(=O)CNS(=O)(=O)c1ccc(F)cc1	0.0%
90	CCC1(C(=O)OCC(=O)c2ccc(Br)cc2)CCCCC1	10.0%
91	Cc1ccc2nc(-c3ccccc3)cc(C(=O)OCC(=O)c3ccc(C)c([N+](=O)[O-])c3)c2c1	3.0%
92	O=C1NC(=O)N(c2ccccc2)C(=O)/C1=C/c1cc(Br)c(N2CCOCC2)o1	7.0%
93	O=[N+]([O-])c1ccccc1S(=O)(=O)Nc1ccc(SC(F)F)cc1	0.0%
94	Cc1[nH]n(-c2ccccc2)c(=O)c1C=Nc1ccc([N+](=O)[O-])cc1Cl	5.0%
95	COC(=O)C1=C(C)NC2=C(C(=O)CC(C)(C)C2)C1c1cc(OC)c(OC)cc1OC (stereo not drawn)	4.0%
96	Cc1cc([N+](=O)[O-])ccc1N=Cc1c(C)[nH]n(-c2ccc(Cl)cc2)c1=O	39.0%

Reprinted at random: 5 entries already listed, in no set order.
cpd	smiles	RNase H inhibition
94	Cc1[nH]n(-c2ccccc2)c(=O)c1C=Nc1ccc([N+](=O)[O-])cc1Cl	5.0%
95	COC(=O)C1=C(C)NC2=C(C(=O)CC(C)(C)C2)C1c1cc(OC)c(OC)cc1OC (stereo not drawn)	4.0%
92	O=C1NC(=O)N(c2ccccc2)C(=O)/C1=C/c1cc(Br)c(N2CCOCC2)o1	7.0%
93	O=[N+]([O-])c1ccccc1S(=O)(=O)Nc1ccc(SC(F)F)cc1	0.0%
96	Cc1cc([N+](=O)[O-])ccc1N=Cc1c(C)[nH]n(-c2ccc(Cl)cc2)c1=O	39.0%

Additional records follow:
cpd	smiles	RNase H inhibition
97	N#C/C(=C(/O)CN1C(=O)c2ccccc2C1=O)c1nc2ccccc2[nH]1	6.0%
98	C(=N\N=C(\Cc1nc2ccccc2[nH]1)c1ccccc1)/c1cccs1	9.0%
99	O=S(=O)(c1cccs1)N1CCN(Cc2ccc3c(c2)OCO3)CC1	5.0%
100	Cc1ccc([N+](=O)[O-])cc1N=Cc1c(O)ccc2ccccc12	8.0%
101	O=C(Oc1ccc(S(=O)(=O)c2ccc(OC(=O)c3ccncc3)cc2)cc1)c1ccncc1	12.0%
102	CCN1CN=C2SC(CO)(CO)C(=O)N2C1	6.0%
103	Cc1ccc(Nc2nc3ccccc3c(=O)s2)cc1C	0.0%
104	CCN(CC)C(=O)c1ccc(I)cc1	7.0%

(list continues)
cpd	smiles	RNase H inhibition
105	CC(=O)CCc1oc2ccc(NC(C)=O)cc2c1-c1ccc(C)o1	8.0%
106	Cc1cc(C(=O)Nc2ccc(S(=O)(=O)Nc3nccs3)cc2)ccc1[N+](=O)[O-]	6.0%
107	COc1ccc(-c2csc(/C(C#N)=C/c3ccc(Cl)cc3Cl)n2)cc1	12.0%
108	COc1ccc(S(=O)(=O)Nc2cc(Cl)ccc2OC)cc1	3.0%
